hDAT+cocaine = human DAT dopamine uptake with cocaine, either direction. LLC-PK1 hDAT cells, [14C]-dopamine uptake with cocaine IC80; actives deviate in either direction. Q01959. AID 449768. B-score at 10 µM. actives 1.3% (n = 110,000);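 active means Z score or B-score, a plate-position-corrected score, falls beyond the plate's 99.7% confidence bounds, in either direction; inactive means both scores lie inside the 99.7% bounds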;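 further: scored against the spread of the other compound wells on the same plate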
Target sequence (Q01959 whole entry, looked up): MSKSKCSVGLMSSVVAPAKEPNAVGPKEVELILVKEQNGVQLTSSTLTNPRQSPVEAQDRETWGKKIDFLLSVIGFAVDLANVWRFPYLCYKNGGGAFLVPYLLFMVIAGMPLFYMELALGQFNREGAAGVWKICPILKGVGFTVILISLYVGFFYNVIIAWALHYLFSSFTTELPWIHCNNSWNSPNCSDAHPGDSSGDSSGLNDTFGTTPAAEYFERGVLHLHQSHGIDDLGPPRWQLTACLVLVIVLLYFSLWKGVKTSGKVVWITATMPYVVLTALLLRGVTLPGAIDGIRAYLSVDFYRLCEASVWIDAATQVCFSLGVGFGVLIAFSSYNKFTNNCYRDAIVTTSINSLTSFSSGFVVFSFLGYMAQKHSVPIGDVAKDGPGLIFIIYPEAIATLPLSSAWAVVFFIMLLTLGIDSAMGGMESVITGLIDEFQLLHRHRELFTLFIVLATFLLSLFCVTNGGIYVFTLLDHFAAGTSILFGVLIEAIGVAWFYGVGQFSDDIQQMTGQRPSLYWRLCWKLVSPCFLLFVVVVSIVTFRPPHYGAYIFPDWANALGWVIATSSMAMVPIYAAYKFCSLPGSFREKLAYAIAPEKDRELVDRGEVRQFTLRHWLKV
PostGolgi yeast = growth inhibition of a yeast mutant, post-Golgi transport screen; post-Golgi transport phenotypic cell assay; inhibition, % at 10 µM; actives 0.9% (n = 98,000);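 further: yeast cells grown in 1536-well plates; yeast grown about 18 h at 30C before absorbance read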
HUVEC prolif 384 = blocks proliferation of human endothelial cells; HUVEC proliferation, CellTiter-Glo luminescence, 72 h; stronger effect = lower value; actives 1.1% (n = 86,000); viability, % at 10 µM (by protocol);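 active means viability at or below 30%; inactive means viability above 30%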;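 further: 100% = median luminescence of DMSO-only cell control wells on each plate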
Ecoli WT expand = growth inhibitors of E. coli BW25113 wild type; OD600 absorbance; growth inhibition, % at 100 µM; actives 0.15% (n = 98,000);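 active means growth inhibition above about 50% at one test dose, limit read from the data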;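 further: growth measured after 20 h incubation at 37 °C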
S1P2 ag = agonists of human S1P2 receptor; S1P2-expressing cell line, agonist reporter read-out; activation, % at 4.5 µM; actives 0.46% (n = 97,000); AID 729; in the data active means activation above about 16%;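 further: 0% = vehicle low control and 100% = maximal reference agonist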
Target sequence (O95136 whole entry, looked up): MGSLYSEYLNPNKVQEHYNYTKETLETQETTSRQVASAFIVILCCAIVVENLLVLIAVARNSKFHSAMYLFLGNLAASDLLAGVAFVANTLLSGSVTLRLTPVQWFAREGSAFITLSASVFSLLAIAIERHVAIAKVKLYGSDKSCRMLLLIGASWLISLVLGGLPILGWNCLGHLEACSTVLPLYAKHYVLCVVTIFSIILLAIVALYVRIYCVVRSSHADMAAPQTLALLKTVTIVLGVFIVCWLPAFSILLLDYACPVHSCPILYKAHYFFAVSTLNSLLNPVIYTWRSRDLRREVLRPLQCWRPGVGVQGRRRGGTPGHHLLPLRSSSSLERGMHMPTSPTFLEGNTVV
H69AR inhibit = blocks growth of human H69AR lung tumor cells. H69AR lung tumor viability, ATP luminescence, 72 h; stronger effect = lower value. viability, % at 10 µM. actives 6% (n = 85,000);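 active means viability at or below 40%; inactive means viability above 40%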;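 further: multidrug resistant small cell line overexpressing MRP-1 efflux transporter; 100% = mean luminescence of untreated control wells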
S1P2 blocker = blocks the human S1P2 receptor; cell-based S1P2 antagonist assay, inhibition at 5 uM; actives 0.21% (n = 97,000); O95136; AID 736; inhibition, % at 5 µM; in the data active means inhibition above about 45%;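 further: CRE beta-lactamase reporter cells expressing human S1P2 stimulated with S1P; 0% = agonist at EC80 alone and 100% = agonist plus reference antagonist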
Fibroblast inh = blocks proliferation of human lung fibroblasts; LL 47 human lung fibroblast viability, ATP luminescence; stronger effect = lower value; viability, % at 10 µM; actives 1.1% (n = 85,000); AID 719;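 active means viability at or below 50% in the single dose screen; inactive means viability above 50%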;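 further: compound exposure lasted 72 h before the ATP readout; 100% = median luminescence of untreated cell-only wells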
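test system = LL 47 human lung fibroblasts | amount = 1,150 fibroblasts seeded per well | medium = 15% FBS in IMEM | times = overnight cell rest, 72 h compound treatment at 37 °C | measured by = CellTiter-Glo luminescence measuring cellular ATP | read-out = viability percentage against median untreated-cell control | benchmarks = cell-only wells, no compound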
PostGolgi ctrl = yeast control strain growth, post-Golgi counter-screen; efflux-deficient yeast background strain, growth absorbance A615, 16 h; inhibition, % at 10 µM; actives 5% (n = 98,000); AID 738
* hit, by the source's call; / = no result given. Unless noted, no stated cut-off is given here; in the data, active means inhibition above about 30%; inactive means the rest.

1. CCCCSc1ccc(NC(=O)c2cccnc2)cc1
2. CC(C)(C)NC(=O)Cn1nnc(-c2ccccc2NC(=O)c2cnccn2)n1
3. CCOC(=O)C1CCN(C(=O)CN(C)S(=O)(=O)c2cc(C)ccc2OC)CC1
4. Cc1cc2c(cc(C(=O)N3CCC(C(=O)NC4CCCC4)CC3)n2Cc2c(F)cccc2Cl)o1
5. O=S(=O)(c1cccc(-c2nc3n(n2)Cc2ccccc2-3)c1)N1CCCCC1
6. COc1ccccc1NC(=O)CN1CCCCC1

assay / compound	1	2	3	4	5	6
hDAT+cocaine	0.27	-0.59	-0.48	0.034	0.38	0.012
PostGolgi yeast	0	-18	8	/	-5	5
HUVEC prolif 384	112	94	99	91	/	92
Ecoli WT expand	2	-6	-3	/	-2	5
S1P2 ag	-1	-7	-9	/	-2	0
H69AR inhibit	96	79	95	85	/	83
S1P2 blocker	-32	5	-2	/	0	1
Fibroblast inh	93	101	100	98	/	105
PostGolgi ctrl	21	3	22	/	14	7

7. NC(=O)Cn1c(=O)n(CCc2ccccc2)c(=O)c2c3c(sc21)CCCC3
8. O=C(O)C1CCCCN1S(=O)(=O)c1ccccc1 (configuration not stated)
9. N#Cc1ccc2ccn(CC(=O)N3CCCc4ccccc43)c2c1
10. Cc1[nH]c2ccc(Br)cc2c(=O)c1CN1CCOCC1
11. O=C(O)Cn1nnnc1-c1ccc(F)cc1
12. COc1ccc(OC)c(NC(=O)Cc2coc3cc(C)cc(C)c23)c1

assay / compound	7	8	9	10	11	12
hDAT+cocaine	-0.17	1.2	-0.13	-0.14	0.054	-0.073
PostGolgi yeast	-4	-2	0	0	-3	-9
HUVEC prolif 384	79	/	91	81	99	101
Ecoli WT expand	-8	5	-4	5	-5	-14
S1P2 ag	-1	1	-3	-5	-7	-4
H69AR inhibit	78	/	149	75	100	83
S1P2 blocker	-15	-16	9	-9	22	-11
Fibroblast inh	94	/	93	100	99	109
PostGolgi ctrl	-5	-6	19	2	-4	-3

13. O=[N+]([O-])c1ccc(Oc2cccc(F)c2)c2ccncc12
14. CC1(C(=O)NCc2cccnc2)CCC(=O)N1Cc1cccs1 (configuration not stated)
15. CCNC(=O)Cc1ccc(Br)cc1
16. COc1ccccc1Nc1nc(-c2sc(NC(=O)C(C)(C)C)nc2C)cs1
17. CC1CCN(CCCNC(=O)c2n[nH]c(=O)c3ccccc23)CC1
18. O=C(Nc1cccc(C(=O)N2CCOCC2)c1)c1ncn[nH]1

assay / compound	13	14	15	16	17	18
hDAT+cocaine	0.23	/	-0.041	1.6	-0.0065	0.72
PostGolgi yeast	10	1	2	-5	-4	0
HUVEC prolif 384	62	107	100	/	101	89
Ecoli WT expand	9	1	-1	4	-9	1
S1P2 ag	-5	/	-3	-6	-3	-6
H69AR inhibit	34*	96	92	/	94	90
S1P2 blocker	-13	/	-1	2	8	1
Fibroblast inh	65	113	102	/	99	91
PostGolgi ctrl	38*	7	2	3	17	-1

19. O=C(O)COc1ccc(-c2nnn(Cc3ccccc3F)n2)cc1
20. O=C(CCc1ccccc1)Nc1nc2ccc(S(=O)(=O)N3CCOCC3)cc2s1
21. O=C1NC(=S)S/C1=C1\Sc2ccccc2N1CCCS(=O)(=O)O
22. O=C(Nc1ccccc1)NC1(C(=O)NCc2ccco2)CCCCC1
23. CCn1nnnc1SCC(=O)N1CCOCC1
24. CCn1c(COc2ccc(Cl)cc2)nnc1SCC(=O)Nc1ccc2c(c1)OCCO2

assay / compound	19	20	21	22	23	24
hDAT+cocaine	1.3	-0.45	-0.97	-0.35	-0.7	-1.1
PostGolgi yeast	-8	8	-3	1	2	-2
HUVEC prolif 384	95	87	94	91	87	80
Ecoli WT expand	0	0	-3	-2	-9	-18
S1P2 ag	-4	-3	-3	-8	-5	-10
H69AR inhibit	96	87	100	106	92	112
S1P2 blocker	-12	-5	-2	10	13	18
Fibroblast inh	95	94	98	98	98	99
PostGolgi ctrl	12	-10	3	0	0	5

Next part (two carried over from the part before).
23. CCn1nnnc1SCC(=O)N1CCOCC1
24. CCn1c(COc2ccc(Cl)cc2)nnc1SCC(=O)Nc1ccc2c(c1)OCCO2
25. N=c1c2c(-c3ccccc3)c(-c3ccccc3)n(Cc3ccco3)c2ncn1CCN1CCOCC1
26. Cc1cccc(NC(=S)NC(=O)CCc2ccccc2)c1
27. O=C(CCS(=O)(=O)c1ccc(Br)s1)NCc1ccccc1
28. COc1cccc(C2CC(C(F)(F)F)n3ncc(C(=O)NCc4ccco4)c3N2)c1 (configuration not stated)
29. CCOC(=O)N1CCN(Cc2nc3c(c(=O)n(C)c(=O)n3C)n2CCC(C)C)CC1
30. CCOC(=O)c1sc2nc(C)cc(C)c2c1NC(=O)c1ccco1

assay / compound	23	24	25	26	27	28	29	30
hDAT+cocaine	-0.7	-1.1	2.9	-0.23	-1.8	-0.16	0.51	0.14
PostGolgi yeast	2	-2	52*	-8	-7	-3	3	7
HUVEC prolif 384	87	80	18*	/	106	99	92	103
Ecoli WT expand	-9	-18	6	9	11	-10	1	5
S1P2 ag	-5	-10	-8	-4	-5	2	-6	-2
H69AR inhibit	92	112	36*	/	103	88	58	89
S1P2 blocker	13	18	8	5	-2	-1	-10	-20
Fibroblast inh	98	99	47*	/	112	93	97	103
PostGolgi ctrl	0	5	23	9	6	17	-7	8

31. CCCNC(=O)C(=O)NCCC1=CCCCC1
32. Cc1ccc(N2C(=O)CSC23C(=O)Nc2ccccc23)cc1 (configuration not stated)
33. CC(C(N)=O)N1C(=O)C2C3C=CC(C3)C2C1=O (configuration not stated)
34. COc1ccc(NC(=O)c2cccs2)cc1O
35. Cc1cnc(C(=O)Nc2nccs2)cn1
36. CC(C)(C)C1CCc2c(sc(NC(=O)CSc3ncn[nH]3)c2C#N)C1 (configuration not stated)

assay / compound	31	32	33	34	35	36
hDAT+cocaine	0.13	0.72	0.66	0.2	-0.84	0.059
PostGolgi yeast	1	3	11	-4	-2	/
HUVEC prolif 384	107	102	111	98	87	42
Ecoli WT expand	2	6	-5	19	3	/
S1P2 ag	-6	-4	-9	-5	-10	-8
H69AR inhibit	97	98	92	86	96	45
S1P2 blocker	-9	15	21	-14	-11	1
Fibroblast inh	116	93	101	117	103	67
PostGolgi ctrl	3	0	-7	1	-1	/

37. C=CCN1CCN(C(c2ccc(OC)c(OC)c2)c2nnnn2C(C)(C)C)CC1 (configuration not stated)
38. Oc1c(C(c2ccccn2)N2CCOCC2)ccc2cccnc12 (configuration not stated)
39. COC(=O)c1ccc(NC(=O)CS(=O)(=O)Cc2ccccc2)cc1
40. O=c1c2ccccc2nc(-c2ccccc2)n1CCCN1CCOCC1
41. Oc1ccccc1C(=S)N1CCCCC1
42. CN1c2ccccc2N(C)C1c1ccc2c(c1)OCO2

assay / compound	37	38	39	40	41	42
hDAT+cocaine	0.72	0.66	1.2	0.052	0.078	-0.55
PostGolgi yeast	-3	3	5	4	2	-9
HUVEC prolif 384	96	84	107	88	92	110
Ecoli WT expand	2	24	-11	2	4	3
S1P2 ag	/	-6	/	-5	/	-1
H69AR inhibit	85	79	97	/	106	96
S1P2 blocker	/	-4	/	-4	/	-5
Fibroblast inh	102	74	108	96	99	95
PostGolgi ctrl	10	-4	-3	9	-7	6

43. C=CCn1c(SCC(=O)NCC2CCCO2)nc2scc(-c3ccco3)c2c1=O (configuration not stated)
44. O=C(CSCCSCC(=O)c1ccco1)c1ccco1
45. CCN(CC)S(=O)(=O)c1ccc(-c2nnc(SCC(=O)Nc3ccc(OC)cc3)o2)cc1
46. O=c1cc(NCCO)c2ccccc2o1
47. C=CCn1c(SCC(=O)NCc2ccccc2)nnc1-c1ccccc1O
48. CCOc1ccc(C2N(c3ccc(F)cc3)C(=O)C3CCCN32)cc1OC (configuration not stated)

assay / compound	43	44	45	46	47	48
hDAT+cocaine	2.6*	-0.43	-0.14	-0.65	0.6	-0.077
PostGolgi yeast	10	0	/	1	-1	-10
HUVEC prolif 384	97	87	94	/	98	105
Ecoli WT expand	1	13	/	-2	11	8
S1P2 ag	-4	-7	-2	-9	-7	-5
H69AR inhibit	77	85	92	/	90	101
S1P2 blocker	-8	1	-10	4	-1	19
Fibroblast inh	104	94	/	/	99	105
PostGolgi ctrl	11	6	/	-4	8	5

Results in hDAT+cocaine, for some of the entries so far:
# | Molecule | hDAT+cocaine
43 | C=CCn1c(SCC(=O)NCC2CCCO2)nc2scc(-c3ccco3)c2c1=O (configuration not stated) | 2.6*
44 | O=C(CSCCSCC(=O)c1ccco1)c1ccco1 | -0.43
45 | CCN(CC)S(=O)(=O)c1ccc(-c2nnc(SCC(=O)Nc3ccc(OC)cc3)o2)cc1 | -0.14
46 | O=c1cc(NCCO)c2ccccc2o1 | -0.65
47 | C=CCn1c(SCC(=O)NCc2ccccc2)nnc1-c1ccccc1O | 0.6
48 | CCOc1ccc(C2N(c3ccc(F)cc3)C(=O)C3CCCN32)cc1OC (configuration not stated) | -0.077

Additional entries
49. CCC(C)(C)n1nnnc1C(c1ccncc1)N1CCN(c2cccc(OC)c2)CC1 (configuration not stated)
50. COc1ccccc1N(CC(=O)NCC1CCCO1)C(=O)CNS(=O)(=O)c1ccc(C)cc1 (configuration not stated)
51. Cc1ccc2nc(SCC(=O)NCc3cccs3)c(C#N)cc2c1
52. CCCCCCC(=O)NN1CCN(C)CC1
53. COc1ccc(C(=O)Nc2n[nH]c(-c3ccncc3)n2)cc1
54. O=C(c1ccccc1)N(Cc1ccc2c(c1)OCO2)Cc1nc2ccccc2c(=O)[nH]1
55. COc1cccc(/C(C)=N/NC(=O)c2ccc(N(C)C)cc2)c1

assay / compound	49	50	51	52	53	54	55
hDAT+cocaine	0.78	-0.23	0.0041	-0.3	-1.1	0.72	/
PostGolgi yeast	13	0	-19	1	16	0	1
HUVEC prolif 384	98	100	/	/	/	86	/
Ecoli WT expand	3	-5	-1	5	-3	-2	-16
S1P2 ag	-6	-7	-8	0	-6	-5	-3
H69AR inhibit	77	84	/	/	/	62	/
S1P2 blocker	14	14	12	-30	22	12	-16
Fibroblast inh	106	100	/	/	/	92	/
PostGolgi ctrl	12	30	30	-3	28	1	-5

Screening data deposited in PubChem BioAssay by several laboratories.
